From PubChem
KCNQ2 block = KCNQ2 potassium channel inhibitors, primary screen, cell-based, CHO-K1, FluxOR thallium flux, B-score (AID 2156); Potassium voltage-gated channel subfamily KQT member 2 (Rattus norvegicus), O88943; 20 min; hits give low values; B-score at 10 µM; 1.1% of 310,000 active;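 active = fluorescence ratio B-score at most minus 3 library SDs, with starting brightness B-score within 2 library SDs, cut at about -5.5 in these data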
Target sequence (O88943 whole entry, looked up): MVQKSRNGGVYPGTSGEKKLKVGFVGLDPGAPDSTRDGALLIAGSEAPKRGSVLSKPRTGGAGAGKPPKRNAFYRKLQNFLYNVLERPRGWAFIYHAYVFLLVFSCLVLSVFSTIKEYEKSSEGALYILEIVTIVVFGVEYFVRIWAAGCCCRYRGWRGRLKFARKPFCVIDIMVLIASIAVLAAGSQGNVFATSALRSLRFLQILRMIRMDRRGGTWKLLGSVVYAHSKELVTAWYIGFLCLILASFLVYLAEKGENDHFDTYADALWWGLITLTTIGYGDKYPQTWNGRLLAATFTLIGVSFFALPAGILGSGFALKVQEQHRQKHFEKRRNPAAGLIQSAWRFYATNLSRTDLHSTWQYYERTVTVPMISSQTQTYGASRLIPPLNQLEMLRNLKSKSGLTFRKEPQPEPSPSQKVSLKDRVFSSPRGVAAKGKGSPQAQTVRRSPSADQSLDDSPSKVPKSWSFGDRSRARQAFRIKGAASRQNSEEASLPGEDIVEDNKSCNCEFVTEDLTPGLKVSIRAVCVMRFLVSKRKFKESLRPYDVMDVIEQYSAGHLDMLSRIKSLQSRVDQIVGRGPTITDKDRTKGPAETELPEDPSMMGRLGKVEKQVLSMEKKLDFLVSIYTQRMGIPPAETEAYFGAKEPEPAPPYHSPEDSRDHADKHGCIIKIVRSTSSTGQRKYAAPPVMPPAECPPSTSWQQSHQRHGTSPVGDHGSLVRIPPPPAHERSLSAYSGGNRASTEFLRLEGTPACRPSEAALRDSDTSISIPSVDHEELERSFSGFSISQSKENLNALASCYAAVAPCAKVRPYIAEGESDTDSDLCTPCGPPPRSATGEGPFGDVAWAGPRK
Kir21 inh = inhibitors of mouse Kir2.1 inward-rectifier potassium channel. B-score at 10 µM. 0.85% of 310,000 active. Inward rectifier potassium channel 2 (Mus musculus), P35561. HEK293-Kir2.1, FluxOR thallium flux fluorescence; hits give low values;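 active = fluorescence ratio B-score at or below minus 3 SD of library scores, with starting-brightness B-score within 2 SD, cut at about -4.2 in these data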;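 also: channel flux triggered by added potassium and thallium sulfate stimulus; B-score of peak minus minimum fluorescence over baseline after thallium stimulus; more negative B-score means stronger Kir2.1 block with less thallium influx; some compounds called inactive have numbers as strong as hits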
* hit, by the source's call; i = inactive; & = joins results of further samples.

SMILES	KCNQ2 block	Kir21 inh
CC(C)(C)N(Cc1ccccc1)C(=O)COC(=O)CN1C(=O)C2CC=CCC2C1=O (stereo not given)	i	-1.71
CCOc1ccc(NC(=O)CN(C)C(=O)c2cc(S(=O)(=O)N3CCCCCC3)ccc2OC)cc1OCC	i	-0.79
CC1=CCC(C(=O)O)C(C(=O)Nc2cccnc2)C1 (stereo not given)	i	-1.09
CCC(C(=O)NCCCN1CCCCCC1)n1nc(C)c2sc3ccccc3c2c1=O (stereo not given)	i	1.95
CC(=O)Nc1ccc(NC(=O)Cn2c(CC(=O)N3CCCC3)nc3ccccc32)cc1	i	-0.23
O=C(Nc1ccc(F)c(Cl)c1)c1ccc2c(=O)n3c(nc2c1)CCCCC3	i	1.07
CN(C)C(=S)NC1(C)CCS(=O)(=O)C1 (stereo not given)	i	0.01
COc1cccc(OCCNc2cc(N3CCOCC3)ccc2[N+](=O)[O-])c1	i	-0.23
Cc1cc(-c2[nH]nc3c2C(c2ccsc2)C(C#N)=C(N)O3)c(C)s1 (stereo not given)	i	0.06
O=C(COC(=O)Cc1cccs1)Nc1ccc(F)c(F)c1F	i	-1.03
NS(=O)(=O)c1ccc(NC(=O)CN2CCc3ccccc32)cc1	i	1.02
COc1ccc(OC)c(NC(=O)CN(c2ccc(OC)c(Cl)c2)S(C)(=O)=O)c1	i	-0.34
CC(=O)Nc1ccc(S(=O)(=O)N[C@@H](C)C(=O)OCc2ccc(Cl)cc2)cc1	i	0.98
COC(=O)c1cc(OC)c(OC)cc1NC(=O)C(C)c1ccc([N+](=O)[O-])cc1 (stereo not given)	i	-1.82
O=C(NCC(c1ccco1)N1CCOCC1)C1CCCCC1 (stereo not given)	i	2.35
O=C(c1ccccc1-c1ncc[nH]1)N1CCCC(Nc2ccc(F)cc2)C1 (stereo not given)	i	-0.3
O=C(O)c1ccc(N(Cc2ccccc2)S(=O)(=O)c2ccccc2)cc1	i	0.03&0.03
Cc1cc(O)cc(C)c1NS(=O)(=O)c1ccc2ccccc2c1	i	-6.6*
C=CCSc1ccsc1C(=O)O	i	-1.57
S=c1[nH]nc(-c2ccco2)n1/N=C/c1cccc(Cl)c1	i	1.69
CN1CCN(c2ccc(C(=O)c3ccc(Br)cc3)cc2[N+](=O)[O-])CC1	i	0.34
O=C(CSc1nc2ccccc2o1)N1N=C(c2cccs2)CC1c1ccc(F)cc1 (stereo not given)	i	0.27
O=S(=O)(c1ccc(NC(=S)Nc2ccc3c(c2)OCO3)cc1)N1CCOCC1	i	1.41
Cc1ccc(/C=N/Nc2ccccn2)s1	i	0.67
Fc1ccccc1CNc1ncnc2sccc12	i	-0.15
CC1CC(=O)N(CC(=O)Nc2ccc3c(c2)OCCO3)c2ccccc2S1 (stereo not given)	i	0.91
CC(C)C(=O)NNC(=O)CN1CCN(c2nc(-c3ccccc3)cs2)CC1	i	2.08
CC(=O)c1ccc(N2CCN(C(=O)Nc3cccc(F)c3)CC2)cc1	i	0.75
Cc1cc(Oc2ccccc2)nc(SCC(=O)Nc2ccc(Cl)c(Cl)c2)n1	i	0.37
C/C(=N\NC(=O)c1ccc(Cl)cc1)c1ccc(Br)s1	i	1.46
CCOc1ccc(-n2cnnn2)cc1S(=O)(=O)Nc1c(C)cccc1C	i	-0.02
O=C(Nc1nc2ccccc2s1)C1CCN(S(=O)(=O)c2cc([N+](=O)[O-])ccc2Cl)CC1	i	1.23
CCOC(=O)c1c(C)oc(NC(=O)CCl)c1C(=O)OCC	i	0.34
CC(C)CC(c1nnnn1CC1CCCO1)N1CCN(c2nc3ccccc3s2)CC1 (stereo not given)	i	-0.5
CCOc1cc2c(cc1OCC)C(c1ccc(OC)cc1)N(c1ccccc1)C(=O)C2 (stereo not given)	i	-0.31
CC1=C(C(=O)N2CCOCC2)C(c2ccccc2F)C2=C(CCCC2=O)N1 (stereo not given)	i	0.06
CC(C)CCN1CC(C(=O)NCc2ccc(F)cc2)CC1=O (stereo not given)	i	-0.64
Cc1ccc(NC2CC(=O)N(c3ccc(C)cc3)C2=O)cc1 (stereo not given)	i	-0.11
Cn1c(=O)cc(OCCCC(=O)N2CCN(c3ccccn3)CC2)c2ccccc21	i	-1.2
CC1=C(C(=O)Nc2ccccc2C(=O)NC2CCCCC2C)SCCO1 (stereo not given)	i	0.35
COCCNC(=O)c1ccc(NS(=O)(=O)c2cc(C)ccc2C)cc1	i	-1.32
CCOc1ccc(OCC(=O)N(C)c2c(N)n(Cc3ccccc3)c(=O)[nH]c2=O)cc1	i	-0.09
COc1ccc(-c2sc(Nc3ccc(F)c(F)c3F)nc2CCC(=O)NN)cc1	i	0.26
Cc1nn(C)c(C)c1/C=N/NC(=O)C(C)(C)Oc1ccc(Cl)cc1	i	1.04
CC(CCCC(C)(C)O)CC1C2=C(CCCC2=O)OC2=C1C(=O)CCC2 (stereo not given)	i	0.28
Cc1cc(C)c2c(N)c(S(=O)c3ccc(C(C)(C)C)cc3)sc2n1 (stereo not given)	i	1.41
O=C(NCCNc1ccc([N+](=O)[O-])cc1)c1cccc(Br)c1	i	0.08
CC(C)CCNC(=O)CN(Cc1ccccc1)C(=O)CCC(=O)Nc1nccs1	i	1.13
COc1cccc(NS(=O)(=O)c2c(C(=O)N3CCCCCC3)c(C)n(C)c2C)c1	i	0.14
CC(=O)c1ccc(NC(=O)CN2CCC(C(=O)c3ccc4c(c3)OCCO4)CC2)cc1	i	0.76
O=C(CSc1nc2ccccc2s1)NNC(=O)Nc1ccc(Cl)c(Cl)c1	i	-0.66
COc1ccc(C(=O)Nc2cccc(C(=O)N/N=C/c3ccc(OC)cc3OC)c2)cc1	i	1.52
CCOC(=O)C1=C(C)Nc2ccccc2N=C1NC(=O)c1ccc(Cl)c(S(=O)(=O)N2CCCC2)c1	i	-0.1
O=C(CN(C(=O)c1csnn1)c1ccccc1C(F)(F)F)NC1CCCCC1	i	-0.5
CCC(Sc1nc(N)cc(N)n1)C(=O)O (stereo not given)	i	1.79
CC(/C=N/n1cnnc1)=C\c1ccccc1	i	-0.78
Brc1ccccc1OCCCCCN1CCOCC1	i	-0.7
CCN(CC(=O)Nc1c(F)cccc1F)C(=O)c1ccc(-n2cncn2)c([N+](=O)[O-])c1	i	2.23
Cc1ccc(S(=O)(=O)NCCC(=O)Nc2nnc(C)s2)cc1	i	1.57
O=C(NC(NC(=S)Nc1ccc(Cl)c(Cl)c1)C(Cl)(Cl)Cl)c1ccco1 (stereo not given)	i	0.92

Additional results follow:
SMILES	KCNQ2 block	Kir21 inh
Cc1nc(-c2nnc(SCC(=O)Nc3cc(Cl)cc(Cl)c3)n2C)cs1	i	0.61
O=C(CSCc1ccc(C(=O)O)cc1)Nc1ccc2ccccc2c1	i	-0.15
O=C1c2oc3ccc(F)cc3c(=O)c2C(c2ccccc2)N1CC1CCCO1 (stereo not given)	i	0.09
CCOC(=O)c1ccccc1NC(=O)c1c(O)c2ccccc2n(CC)c1=O	i	0.11
Cc1cccc(N2CCN(C(=O)Cn3c(=O)[nH]c4ccsc4c3=O)CC2C)c1 (stereo not given)	i	-0.71
C=CCOc1ccc(Br)cc1CNCCO	i	1.32
COc1ccc(/C=C(\NC(=O)c2ccccc2)C(=O)NCc2ccco2)cc1OC	i	0.64
O=S(=O)(CCC1CCCCN1)c1ccccc1 (stereo not given)	i	-2.16
Cc1cc(Br)c(NC(=O)CCNC(=O)OCc2ccccc2)cc1C	i	-1.03
CCOC(=O)C1CCN(C(=O)COc2ccc(Cl)cc2Cl)CC1	i	-0.49
Cc1ccc(N=Nc2cc(C)ccc2O)c(C)c1	i	-1.03
Cn1c(SCc2ccccc2Br)nc2ccccc2c1=O	i	1.65
Cc1[nH]n(-c2ccccc2)c(=O)c1C=NC1CCCCCC1	i	0.05
CCc1ccc(-c2nn(-c3ccccc3)cc2C2SCC(=O)N2Cc2ccco2)cc1 (stereo not given)	i	0.03
Cc1cccc(C)c1OCc1cc(C(=O)N2CCN(c3ccc(F)cc3)CC2)no1	i	1.23
N=c1oc2ccccc2cc1C(=O)NC1CCCCCC1	i	-1.05
COc1ccc(C(=O)N2CCN(Cc3cc(OC)ccc3OC)CC2)cc1	i	0.05
CCOC(=O)C(CC(=O)c1ccccc1)CC(=O)c1ccccc1	i	0.07
CNC(=O)NC(=O)CSc1nnc(-c2ccc(F)cc2)n1CC1CCCO1 (stereo not given)	i	0
Cn1c(=O)c2cn(-c3ccc4c(c3)OCCO4)cc2n(C)c1=O	i	1.94
CCS(=O)(=O)N1CCC(C(=O)Oc2ccc(Cl)cc2)CC1	i	-1.34
O=C(CSC1=NS(=O)(=O)c2cc(Cl)ccc2N1)Nc1ccccc1F	i	0.47
FC(F)(F)c1cccc(NC(=S)NNC(=S)Nc2ccc(Cl)cc2)c1	i	0.3
CC1=CC(C)=Nc2ccccc2N1	i	0.26
Cc1c2cnn(-c3ccccc3)c(=O)c2c(C)n1CCCC(=O)N1CCN(C)CC1	i	0.68
Cc1nc(C(=O)Nc2cccc(Cl)c2Cl)nn1-c1cc(OC(C)C)c(Cl)cc1Cl	-6.35*	1.29
COc1ccc(OCC(=O)N2c3ccc(C)cc3C3CN(C)CCC32)cc1 (stereo not given)	i	-0.82
CC1=C(C(N)=O)C(c2ccccc2)n2nc(-c3cccc(C)c3)nc2N1 (stereo not given)	i	1.15
Cc1ccc(NC(=O)C2CCCN2S(=O)(=O)c2ccc(-c3ccc(=O)[nH]n3)s2)c(C)c1 (stereo not given)	i	-1.53
CCN(CC)c1nc(N)c2c(N)n(-c3ccccc3C)c(=S)c(C#N)c2c1C#N	i	0.55
Cc1cc(S(=O)(=O)NCCC2=CCCCC2)ccc1Br	i	0.03
COc1ccc(Cl)cc1NC(=S)NNC(=O)c1cccnc1	i	2.2
Cc1ccc2nc(N(CCCN(C)C)C(=O)c3cc4ccccc4oc3=O)sc2c1	i	-0.01
C=CCNCCCOc1ccc(Cl)cc1Br	i	-1.81
CC1CCCC(C(=O)O)N1C(=O)CCSSCCC(=O)N1C(C)CCCC1C(=O)O (stereo not given)	i	-0.21
CCN(CC(O)COCc1ccc(Cl)cc1)C1CCCCC1 (stereo not given)	i	-0.34
Cc1ccc(CN2CCC(c3cc(-c4cccs4)n[nH]3)CC2)cc1	i	-13.3*
COCCCNC(=O)C(C)N1c2cccc3cccc(c23)S1(=O)=O (stereo not given)	i	-0.23
CCOc1ccc(C(=O)NCC2(c3ccccc3)CCOCC2)cc1	i	0.22
COc1ccc(-c2csc(NC(=O)c3ccccc3Br)c2C(=O)O)cc1	i	1.13
O=c1c(-c2ccc(Cl)cc2)coc2c(CN3CCOCC3)c(O)ccc12	i	0.31
Brc1ccccc1-c1nnc(CSc2nncn2-c2ccccc2)o1	i	-0.11
COc1cc(Br)cc2cc(C(=O)N3CCCCC3C)c(=O)oc12 (stereo not given)	i	-0.87
O=C(CN1CCOCC1)N/N=C/c1ccc(C(=O)O)cc1	i	0.18
COc1nc(NC(C)C)nc(N(C#N)CN2C(=O)c3ccccc3S2(=O)=O)n1	i	-1.88
O=C(N1CCC(O)(c2cccnc2)CC1)C12CC3CC(CC(C3)C1)C2	i	-0.33
O=C(CCN(CCO)Cc1ccccc1)Nc1ccc(Br)cc1	i	-2.96
CS(=O)(=O)c1nc2ccccc2n1Cc1ccccc1	i	0.22
COCn1c(COc2ccccc2)nc2ccccc21	i	-1.06
Cc1ccc(C)c(C(=O)COC(=O)C2CCN(c3ccc(C(F)(F)F)cn3)CC2)c1	i	1.5
Cc1ccc(C(=O)/C=C/Nc2ccc(S(=O)(=O)Nc3onc(C)c3C)cc2)cc1	i	0.8
O=C(Cn1cnc([N+](=O)[O-])n1)NCc1ccccc1	i	-1.99
COC(=O)c1nn(C23CC4CC(CC(C4)C2)C3)c2c1C(=O)N(c1ccc(Br)cc1)C2=O	-6.45*	-0.77
O=c1[nH]n(CCO)c(=O)c2cccnc12	i	0.52
CC(C)C(C(=O)O)N1CCS(=O)(=O)CC1 (stereo not given)	i	0.33
Cc1cccnc1NC(=O)CSc1nnc(COc2ccc(C(C)C)cc2)n1C	i	0
COc1ccccc1CNC(=O)COC(=O)CNS(=O)(=O)c1ccc(C)cc1	i	0.06
COc1ccc(C2N(S(=O)(=O)c3ccccc3)CCN2S(=O)(=O)c2ccc(C)cc2)cc1 (stereo not given)	i	0.07
N#C/C(=C/c1ccc(O)c([N+](=O)[O-])c1)C(=O)Nc1ccccc1	i	0.03
